HIF activator = HIF pathway transcriptional activators, primary screen, cell-based, U2OS HRE-luciferase, luminescence. U2OS HRE-luciferase reporter; normalized: DMSO 0%, desferrioxamine 100%. activation, % at 7.5 µM (by protocol). 300,000 compounds, 0.32% hits. AID 1910, 2009;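 active = mean activation of at least 10% of the iron chelator positive control signal, with at least half of replicates also reaching 10%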
TRPC4 act = activators of mouse TRPC4 channel, primary screen, Fluo4 calcium, HEK293 TRPC4beta/mu-opioid cells; Fluo4 calcium fluorescence; hits give high values; B-score at 10 µM; 310,000 compounds, 0.49% hits;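 active = B-score above 5 SD of library B-scores, and initial fluorescence ratio not above library mean plus 5 SD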;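 also: positive B-score marks a calcium rise read as TRPC4 activation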
Target sequence (Q9QUQ5 whole entry, looked up): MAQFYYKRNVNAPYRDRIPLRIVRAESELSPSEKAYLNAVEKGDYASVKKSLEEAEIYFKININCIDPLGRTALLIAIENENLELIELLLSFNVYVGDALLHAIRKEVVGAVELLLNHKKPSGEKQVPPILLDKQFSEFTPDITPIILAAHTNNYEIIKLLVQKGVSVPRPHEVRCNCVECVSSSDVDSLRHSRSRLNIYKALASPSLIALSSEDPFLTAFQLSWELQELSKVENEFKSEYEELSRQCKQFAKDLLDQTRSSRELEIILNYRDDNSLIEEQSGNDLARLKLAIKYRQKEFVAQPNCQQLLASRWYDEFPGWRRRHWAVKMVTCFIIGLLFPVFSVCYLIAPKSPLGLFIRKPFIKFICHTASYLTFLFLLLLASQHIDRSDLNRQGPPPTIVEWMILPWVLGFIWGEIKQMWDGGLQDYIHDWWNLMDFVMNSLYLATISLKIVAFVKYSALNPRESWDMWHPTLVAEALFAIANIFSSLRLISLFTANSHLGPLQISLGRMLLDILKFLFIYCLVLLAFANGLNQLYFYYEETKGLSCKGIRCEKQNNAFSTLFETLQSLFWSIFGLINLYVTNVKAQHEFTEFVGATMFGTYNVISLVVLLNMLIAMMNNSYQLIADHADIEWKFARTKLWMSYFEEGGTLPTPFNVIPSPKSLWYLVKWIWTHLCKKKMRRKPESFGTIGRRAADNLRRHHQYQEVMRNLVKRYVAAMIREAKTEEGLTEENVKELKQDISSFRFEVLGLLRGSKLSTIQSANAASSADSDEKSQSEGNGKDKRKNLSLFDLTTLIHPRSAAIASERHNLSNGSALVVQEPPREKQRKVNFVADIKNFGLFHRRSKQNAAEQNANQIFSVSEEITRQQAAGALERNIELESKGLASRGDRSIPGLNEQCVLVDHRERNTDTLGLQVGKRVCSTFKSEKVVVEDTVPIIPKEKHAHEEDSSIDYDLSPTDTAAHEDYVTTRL
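system = HEK293 cells stably co-expressing mouse TRPC4beta and mu-opioid receptor | schedule = Fluo4 dye loading 45 min at room temperature, 110 s recording | measure = B-scored integrated calcium fluorescence ratio | signal = Fluo4 calcium-sensitive dye fluorescence, kinetic, 1 Hz baseline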
MrgX1 PAM = positive allosteric modulators of MrgX1, primary screen, HEK293 cells, Fluo-4 calcium flux; B-score at 10 µM; AID 588675, 2011; FDSS; hits give high values; 310,000 compounds, 0.63% hits;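 active = plate-corrected calcium response at least 3 library SD above typical, normal starting fluorescence, not activating the receptor alone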;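 also: compound read alongside a low EC10 to EC30 dose of BAM8-22 agonist; peak minus trough fluorescence over baseline measured at the second addition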
TRPC4 potent = positive allosteric modulators of TRPC4, primary screen, cell-based, mouse TRPC4beta, HEK293 mu-opioid, Fluo-4 calcium. Short transient receptor potential channel 4 (Mus musculus), Q9QUQ5. DAMGO EC20, Fluo-4 Ca2+ flux; hits give high values. B-score at 10 µM. 310,000 compounds, 0.42% hits;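 active = B-score of calcium response area above 5 SD of library B-scores, with initial fluorescence ratio within 5 SD of library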;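 also: B-score of integrated fluorescence ratio over time as area under calcium response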
PolyA inhibitor = polyadenylation inhibitors in yeast reporter cells, primary screen, luminescence, S. cerevisiae; S. cerevisiae SKY197-pL101 polyadenylation reporter, beta-gal luminescence; efflux-impaired pdr1/pdr3 knockout yeast; score 100 = 6 SD above DMSO; calls only at 12 µM; AID 1875, 2009; 300,000 compounds, 0.02% hits;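 active = lowest replicate activity score at least 50, where 100 means six control SD above control mean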;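 also: yeast exposed to compound for 9 h at 30 °C; higher score means more reporter readthrough which indicates perturbed polyadenylation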
AI-2 QS mod = Vibrio harveyi AI-2 quorum sensing modulators, primary screen, JMH597 strain, luminescence/OD600 ratio | Vibrio harveyi JMH597 AI-2 luminescence/OD600 ratio, 9 h; hits give low values; strain lacks LuxN and CqsS sensors; 0 = neutral-control median | activity change, % at 7.5 µM | 300,000 compounds, 0.4% hits | AID 2094, 2009; in the data active = activity change below about -75%, passing the limit was not always enough;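 also: luminescence divided by OD600 gain over 9 h not by final OD600 alone; inactives centre near 13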
TRPC6 activator = mouse TRPC6 channel activators, primary screen, cell-based, HEK293, membrane potential dye. Short transient receptor potential channel 6 (Mus musculus), Q61143. HEK293-TRPC6 membrane potential dye fluorescence; hits give high values. B-score at 10 µM. 310,000 compounds, 0.13% hits. AID 2550, 2010;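 active = B-score of the integrated fluorescence ratio above library mean plus 3 SD, and starting fluorescence ratio within library mean plus 5 SD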;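 also: higher score means more depolarization so channel activation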
TRPC4 inh = inhibitors of mouse TRPC4 channel, primary screen, Fluo4 calcium, HEK293 TRPC4beta/mu-opioid cells. AID 2247, 2010. B-score at 10 µM. DAMGO-evoked Fluo4 calcium flux; hits give low values. 300,000 compounds, 0.39% hits. Short transient receptor potential channel 4 (Mus musculus), Q9QUQ5;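 active = B-score over 3 SD under the library average, no early fluorescence shift, positive overall ratio signal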
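Assay system: TRPC4beta/mu-opioid receptor HEK293 cell line; compound dosing: single concentration per test compound; detection: Fluo4 Ca2+ flux fluorescence; evaluation: per-well B score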
TRPC6 inh = mouse TRPC6 channel inhibitors, primary screen, cell-based, HEK293, membrane potential dye. Short transient receptor potential channel 6 (Mus musculus), Q61143. B-score at 10 µM. 310,000 compounds, 1.1% hits. ACh-evoked depolarization; hits give low values;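 active = B-score under library mean minus 3 SD, initial fluorescence not abnormally high, positive integrated signal ratio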;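 also: B-score derived from integrated fluorescence ratio over the kinetic read; more negative B-score means stronger inhibition of depolarization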
MrgX1 antag = antagonists of human MrgX1 receptor, primary screen, HEK293 cells, Fluo-4 calcium flux. BAM8-22 antagonism; hits give low values. Mas-related G-protein coupled receptor member X1 (Homo sapiens), Q96LB2. 310,000 compounds, 1.3% hits. B-score at 10 µM;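 active = calcium-response B-score plate-corrected more than 3 library SD below zero, starting fluorescence within 5 deviations, no agonist response on first addition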;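 also: peak minus trough fluorescence over baseline after final BAM8-22 challenge near maximal dose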
MrgX1 ag = agonists of human MrgX1 receptor, primary screen, HEK293 cells, Fluo-4 calcium flux | Fluo-4 calcium fluorescence, agonist mode; hits give high values | 310,000 compounds, 0.44% hits | B-score at 10 µM | Mas-related G-protein coupled receptor member X1 (Homo sapiens), Q96LB2;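 active = calcium response B-score plate-corrected fluorescence ratio at least 3 library SD, with starting fluorescence B-score inside 5 SD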
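System – MrgX1-expressing HEK293 cells · Incubation – cells plated overnight, dye loaded 0.5 h 37 °C, 0.5 h room temperature · Technique – kinetic Fluo-4 NW fluorescence of intracellular calcium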
* hit, by the source's call; i = inactive; x = no result given. These rows are one share of the data; rates above refer to the full screens.

SMILES	HIF activator	TRPC4 act	MrgX1 PAM	TRPC4 potent	PolyA inhibitor	AI-2 QS mod	TRPC6 activator	TRPC4 inh	TRPC6 inh	MrgX1 antag	MrgX1 ag
CC(C)=CCCC(C)CN1CCC(n2nccc2NC(=O)c2ccccc2)CC1 (stereo unspecified)	0.3	i	i	i	i	13	i	i	i	i	i
COCCCNc1ncnc2nc[nH]c12	0.0	i	i	i	i	-1	i	i	i	i	i
CCOc1ccc(NC(=O)CCSc2ccc3ccccc3n2)cc1	0.3	i	i	i	i	16	i	i	i	i	i
Cc1ccc(N(C(C)C(=O)O)S(=O)(=O)c2c(C)[nH]c(=O)[nH]c2=O)cc1 (stereo unspecified)	-0.5	i	i	i	i	27	i	i	i	i	i
CC(=O)Nc1ccc(S(=O)(=O)N2CCC(C(=O)Nc3nccs3)CC2)cc1	0.2	i	i	i	i	14	i	i	i	i	i
NNC(=S)NCc1cccnc1	0.1	i	i	i	i	18	i	i	i	i	i
Cc1cc(NC(=O)c2c(-c3c(Cl)cccc3Cl)noc2C)n(C)n1	0.8	i	i	i	i	20	i	i	i	i	i
Cc1ccc(S(=O)(=O)N(C)C)cc1NC(=O)COC(=O)CNC(=O)C12CC3CC(CC(C3)C1)C2	0.1	i	i	i	i	26	i	i	i	i	i
O=C(N/N=C/c1cccc2ccccc12)c1ccc(CN2CCOCC2)cc1	0.5	i	i	i	i	12	i	i	i	i	i
CCOc1ccc(-c2nnc(SCC(=O)N3CCCC3)o2)cc1	0.7	i	i	i	i	18	i	i	i	i	i
C=CCn1c(O)c(N=NC(=S)Nc2ccccc2F)c2cc(S(=O)(=O)N3CCOCC3)ccc21	0.8	i	i	i	i	40	i	i	i	i	i
O=C(CCC(=O)N1CCCCCC1)Nc1ccc([N+](=O)[O-])cc1	-0.2	i	i	i	i	10	i	i	i	i	i
COCc1cc(CN2CCCC(C(=O)Nc3ccc(-c4ccco4)cc3)C2)ccc1OC (stereo unspecified)	-0.3	i	i	i	i	38	i	i	i	i	i
Cc1oc2c(c1C(=O)Nc1cccc3ccccc13)CCCC2	0.4	i	i	i	i	16	i	i	i	i	i
O=c1[nH]c2c(s1)C(c1cccnc1)C1C3CCC(C3)C1S2 (stereo unspecified)	-0.2	i	i	i	i	15	i	i	i	i	i
Cc1ccc(C(=O)CSc2nnc(-c3ccccc3N)n2C)cc1C	0.4	i	i	i	i	3	i	i	i	i	i
O=C(OCc1ccccn1)c1ccc(COc2ccc3ccccc3c2)o1	2.2	i	i	i	i	11	i	i	i	i	i
Cc1cccc(OCC(=O)Nc2ccc(S(=O)(=O)Nc3ccccn3)cc2)c1	0.0	i	i	i	i	-52	i	i	i	i	i
CCOc1nc(NC(=O)NS(=O)(=O)Oc2ccccc2Cl)nc(-c2ccccc2)n1	0.2	i	i	i	i	14	i	i	i	i	i
O=C1CN(C(=O)CSc2nnc(C3CC3)n2-c2ccccc2)c2ccccc2N1	-0.7	i	i	i	i	0	i	i	i	i	i
CCN(CC)c1ccc(-c2nn3c(-c4ccccc4OC)nnc3s2)cc1	0.7	i	i	i	i	6	i	i	i	i	i
CCOC(=O)c1c(NC(=O)COC(=O)Cn2c(C)nc3ccccc32)sc2c1CCCC2	0.0	i	i	i	i	22	i	i	i	i	i
CCC(Oc1ccccc1OC)C(=O)N1CC(=O)Nc2ccccc21 (stereo unspecified)	-16	i	i	i	i	-13	i	i	i	i	i
Cc1ccccc1OCc1nc2ccccc2c(=O)n1/N=C/c1cn[nH]c1-c1ccccc1	1.0	i	i	i	i	19	i	i	i	i	i
CCCNC(=O)c1oc2ccc3c(c2c1C)C=CC(C)(C)O3	4.0	i	i	i	i	14	i	i	i	i	i
Cc1ccc(NC(=O)CSc2nnc(-c3n[nH]c4ccccc34)n2-c2ccccc2)c(C)c1	0.0	i	i	i	i	-2	i	i	i	i	i
CCOc1nc(-c2ccccc2)ccc1-c1noc(-c2ccncc2)n1	-0.7	i	i	i	i	16	i	i	i	i	i
Cc1ccc2c(=O)cc(C(=O)NCc3ccccc3)oc2c1C	-2.3	i	i	i	i	17	i	i	i	i	i
Cn1cnnc1SCC(=O)Nc1nc(-c2ccc(F)cc2)cs1	0.3	i	i	i	i	8	i	i	i	i	i
O=C1CC(NCc2ccncc2)C(=O)N1c1ccccc1 (stereo unspecified)	-0.1	i	i	i	i	8	i	i	i	i	i
O=C(O)c1ccc(S(=O)(=O)N2CCC(NC(=O)C3CCCCC3)CC2)cc1	-1.7	i	i	i	i	34	i	i	i	i	i
O=c1[nH]ncc(N2CCN(C(c3ccccc3)c3ccccc3)CC2)c1Cl	-1.4	i	i	i	i	23	i	-9*	i	i	i
CCOc1ccccc1NC(=O)NC1CCN(CC(=O)Nc2ccc3c(c2)OCCO3)CC1	-0.2	i	i	i	i	17	i	i	i	i	i
Cc1cc(C)c2nc(N3CCC(C(=O)N4CCN(C(=O)c5ccco5)CC4)CC3)sc2c1	-0.1	i	i	i	i	14	i	i	i	i	i
Cc1nc(N2CCOCC2)nc(Oc2ccccc2F)c1[N+](=O)[O-]	0.3	i	i	i	i	10	i	i	i	i	i
Cc1ccccc1OCCNC(=O)/C=C/c1ccc([N+](=O)[O-])cc1	-0.3	i	i	i	i	0	i	i	i	i	i
Cc1cccc(N(C)C(=O)c2cc3c(=O)[nH]c4ccc(C)cc4c3s2)c1	2.5	i	i	i	i	5	i	i	i	i	i
Cn1ccnc1Sc1ccc(/C=N/NC(=O)c2ccccc2[N+](=O)[O-])cc1[N+](=O)[O-]	-0.5	i	i	i	i	42	i	i	i	i	i
Cc1nn(Cc2ccc(Cl)c(Cl)c2)c(C)c1NC(=O)c1cc(C2CC2)on1	-0.1	i	i	i	i	21	i	i	i	i	i
CCCn1c(N)c(CC)c(=O)[nH]c1=O	x	i	i	i	x	1	i	i	i	i	i

One compound at a time, from the list above:
Results for `CCOc1ccccc1NC(=O)NC1CCN(CC(=O)Nc2ccc3c(c2)OCCO3)CC1` : HIF activator = -0.2; TRPC4 act = i; MrgX1 PAM = i; TRPC4 potent = i; PolyA inhibitor = i; AI-2 QS mod = 17; TRPC6 activator = i; TRPC4 inh = i; TRPC6 inh = i; MrgX1 antag = i; MrgX1 ag = i
Results for `Cn1ccnc1Sc1ccc(/C=N/NC(=O)c2ccccc2[N+](=O)[O-])cc1[N+](=O)[O-]` : HIF activator = -0.5; TRPC4 act = i; MrgX1 PAM = i; TRPC4 potent = i; PolyA inhibitor = i; AI-2 QS mod = 42; TRPC6 activator = i; TRPC4 inh = i; TRPC6 inh = i; MrgX1 antag = i; MrgX1 ag = i

Remaining list, next part
SMILES	HIF activator	TRPC4 act	MrgX1 PAM	TRPC4 potent	PolyA inhibitor	AI-2 QS mod	TRPC6 activator	TRPC4 inh	TRPC6 inh	MrgX1 antag	MrgX1 ag
CCn1cc(C(=O)NCCN(CC(C)C)CC(C)C)c(=O)c2cc(S(=O)(=O)N3CCOCC3)ccc21	0.6	i	i	i	i	x	i	i	i	i	i
COc1ccc(C2=NN(CN3C(=O)C(=O)c4ccccc43)C(c3ccc(Br)cc3)C2)cc1 (stereo unspecified)	1.8	i	i	i	i	11	i	i	i	i	i
CCN(CC)CCNC(=O)CNC(=O)c1nn(-c2ccc(OC)cc2)c(=O)c2ccccc12	-50	i	i	i	i	22	i	i	i	i	i
O=C(COC(=O)Cc1ccccc1F)Nc1ccc(SC(F)F)cc1	0.1	i	i	i	i	-20	i	i	i	i	i
CCCCC(CC)CNC(=O)C1CC=CCC1C(=O)O (stereo unspecified)	-0.6	i	i	i	i	10	i	i	i	i	i
O=C(Nc1c(Cl)ccc2nsnc12)c1ccco1	-0.2	i	i	i	i	16	i	i	i	i	i
CCn1c(=O)cc(SCC(=O)Nc2cc(OC)c(OC)c(OC)c2)c2ccccc21	-0.4	i	i	i	i	11	i	i	i	i	i
O=C(C1CCN(S(=O)(=O)c2cccnc2)CC1)N1CCN(c2ccccc2Cl)CC1	0.2	i	i	i	i	1	i	i	i	i	i
Cc1nnc(SCCn2c(N(C)Cc3ccccc3)nc3c2c(=O)[nH]c(=O)n3C)s1	-0.1	i	i	i	i	29	i	i	i	i	i
CNC(=O)C(=O)NCC1OCCCN1S(=O)(=O)c1ccc2c(c1)OCCO2 (stereo unspecified)	-0.4	i	i	i	i	-2	i	i	i	i	i
COc1ccc(Br)cc1CN(C)C(=O)c1ccc2c(c1)NC(=O)C(C)S2 (stereo unspecified)	0.1	i	i	i	i	14	i	i	i	i	i
CN(CC(=O)NCCN1CCN(c2ccccc2)CC1)S(=O)(=O)c1ccc2c(c1)CCC(=O)N2	-0.5	i	i	i	i	5	i	i	i	i	i
COc1ccccc1N1CCN(CC(=O)Nc2ccc(-n3cnnn3)cc2)CC1	-0.8	i	i	i	i	10	i	i	i	i	i
O=C(NCCc1ccncc1)Nc1cccc(Cl)c1	-0.6	i	i	i	i	4	i	i	i	-4.6*	i
CCOc1cc(-c2nccc3cc(OC)c(OC)cc23)cc(OCC)c1OCC	-1.3	i	i	i	i	26	i	i	i	i	i
Cc1cccc(N2C(=O)CN=C2Nc2nc(C)cc(C)n2)c1	-21	i	i	i	i	0	i	i	i	i	i
Cc1cc(C)c(-n2c(O)c(C=NCCN3CCOCC3)c(=O)[nH]c2=O)c(C)c1	-0.1	i	i	i	i	9	i	i	i	i	i
CSc1ccc(CN(C)C(=O)CCNS(=O)(=O)c2ccc(C)c(C)c2)cc1	1.0	i	i	i	i	14	i	i	i	i	i
Cc1nc(CNS(=O)(=O)c2ccc(Br)cc2)cs1	-1.0	i	i	i	i	9	i	i	i	i	i
O=C(O)CC(NC(=O)C12CC3CC(CC(C3)C1)C2)c1ccc2c(c1)OCO2 (stereo unspecified)	-0.1	i	i	i	i	25	i	i	i	i	i

Assay outcomes deposited in PubChem by several laboratories.
